Screening data deposited in PubChem by several laboratories.
ABHD5-PLIN5 inh – blocks binding of human ABHD5 to perilipin-5; actives 0.78% (n = 360,000); Split G. princeps luciferase complementation, luminescence, 4 h; Q00G26+Q8WTS1; AID 602281; inhibition, % at 4 µM;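 active = inhibition above the mean inhibition across every tested compound plus 3 SD, cut at about 22% in these data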;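 also: 0% = DMSO only wells and the 100% control is not disclosed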
SRC2 inh – inhibits human steroid receptor coactivator 2. Q15596. HEK293 GAL4-SRC2 luciferase reporter, luminescence. inhibition, % at 9 µM. actives 0.17% (n = 370,000). AID 651957;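 active = inhibition above the mean inhibition of all tested compounds plus 3 SD, set per campaign, cut at about 52% in these data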;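 also: 0% = DMSO treated cells and 100% = cells given Gossypol at 36 µM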
TROY NFkB inh – blocks TROY-dependent signaling in reporter cells; inhibition, % at 10 µM; Q293 LMP1-TROYcd NF-kB luciferase reporter, 4 h; actives 0.98% (n = 360,000);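 active = compounds whose plate-normalised and pattern-corrected inhibition of the luciferase reporter signal at the single screening dose is 50% or more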
SRC3 inh – inhibits human SRC3 coactivator. Q9Y6Q9. HEK293 GAL4-SRC3 luciferase reporter, luminescence. inhibition, % at 3.6 µM. actives 0.17% (n = 360,000). AID 588352;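 active = inhibition above a per-campaign cutoff, the mean of all compounds plus 3 SD, cut at about 60% in these data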;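 also: 0% = DMSO-treated cells and 100% = gossypol-treated cells at 36 µM; higher means less SRC3-driven luciferase light from the GAL4 reporter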
Granule exo inh – blocks lytic granule exocytosis; TALL-104 LAMP-1 surface exposure, flow cytometry; cells stimulated with thapsigargin and PMA; inhibition, % at 10 µM; actives 0.66% (n = 360,000); AID 651702;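 active = inhibition above about 55%, limit read from the data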
NR5A2 inv ag – NR5A2 inverse agonism in reporter assay. actives 0.13% (n = 360,000). HEK293T StAR-luciferase reporter, LRH-1 transfected, 24 h. AID 602396. inhibition, % at 3.6 µM. O00482;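 active = inhibition above the mean inhibition of all tested compounds plus 3 SD, cut at about 73% in these data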;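 also: 0% = DMSO wells and 100% = reporter-only cells lacking LRH-1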
Target sequence (O00482 whole entry, looked up): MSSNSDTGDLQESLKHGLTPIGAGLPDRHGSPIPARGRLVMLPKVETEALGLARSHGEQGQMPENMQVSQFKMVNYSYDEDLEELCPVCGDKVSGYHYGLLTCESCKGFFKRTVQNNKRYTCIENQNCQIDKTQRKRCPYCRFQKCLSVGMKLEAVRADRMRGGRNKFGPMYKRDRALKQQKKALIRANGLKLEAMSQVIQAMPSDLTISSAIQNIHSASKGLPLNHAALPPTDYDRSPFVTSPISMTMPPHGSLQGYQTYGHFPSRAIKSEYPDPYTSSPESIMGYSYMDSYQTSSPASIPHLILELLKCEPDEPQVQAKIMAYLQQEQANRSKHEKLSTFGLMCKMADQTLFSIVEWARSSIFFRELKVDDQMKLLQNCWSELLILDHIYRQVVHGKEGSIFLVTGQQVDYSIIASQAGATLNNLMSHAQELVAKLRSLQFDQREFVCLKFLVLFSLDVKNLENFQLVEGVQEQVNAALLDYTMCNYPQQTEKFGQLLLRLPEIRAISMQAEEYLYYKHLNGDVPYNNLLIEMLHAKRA
TLR9-MyD88 inh – TLR9-MyD88 interaction inhibition; AID 504734; Q9NR96+Q99836; actives 0.21% (n = 340,000); CHO BLA complementation TLR9-MyD88, CCF4 FRET ratio; inhibition, % at 4.98 µM;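 active = inhibition above the mean over all tested compounds plus 3 SD, cut at about 21% in these data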;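 also: 0% = DMSO only wells and 100% = clavulanate BLA inhibitor control wells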
TWEAK-Fn14 inh – inhibitors of TWEAK-Fn14 interaction signaling. actives 2% (n = 360,000). TWEAK-stimulated Fn14 reporter cells, luciferase luminescence, 8 h. inhibition, % at 10 µM. AID 1159606; in the data active = inhibition above about 50%
NOD2-RIPK2 inh – NOD2-RIPK2 protein interaction inhibition. inhibition, % at 4.98 µM. AID 624267. O43353. CHO BLA complementation NOD2-RIPK2, CCF4 ratio. actives 0.38% (n = 360,000); in the data active = inhibition above about 21%;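 also: 0% = vehicle only and 100% = reference blocker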
Target sequence (O43353 whole entry, looked up): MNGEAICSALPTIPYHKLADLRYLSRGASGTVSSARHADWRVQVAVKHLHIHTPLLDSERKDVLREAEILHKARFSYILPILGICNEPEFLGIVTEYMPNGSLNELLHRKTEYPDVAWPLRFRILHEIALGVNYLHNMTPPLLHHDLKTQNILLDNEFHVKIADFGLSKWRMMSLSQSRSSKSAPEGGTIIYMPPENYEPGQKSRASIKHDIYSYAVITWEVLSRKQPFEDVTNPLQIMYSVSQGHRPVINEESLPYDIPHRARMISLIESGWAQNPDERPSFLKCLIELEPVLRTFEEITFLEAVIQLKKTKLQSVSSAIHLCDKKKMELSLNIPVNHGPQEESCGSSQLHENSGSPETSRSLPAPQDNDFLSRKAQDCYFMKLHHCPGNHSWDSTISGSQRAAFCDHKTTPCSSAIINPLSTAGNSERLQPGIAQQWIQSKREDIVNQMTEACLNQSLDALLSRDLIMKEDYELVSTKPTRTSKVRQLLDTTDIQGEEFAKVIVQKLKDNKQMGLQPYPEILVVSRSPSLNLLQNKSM
SRC1 inh – inhibitors of human steroid receptor coactivator 1 (SRC1); Q15788; HEK293 GAL4-SRC1 luciferase reporter, luminescence; inhibition, % at 3.6 µM; actives 0.12% (n = 360,000); AID 588354;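 active = inhibition above the campaign mean plus 3 SD, with each screening campaign given its own cutoff, cut at about 60% in these data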;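 also: 0% = DMSO treated cells and 100% = gossypol at 36 µM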
NR2F2 inh – NR2F2 (human) inhibition, primary screen. HEK293T NGFI-A luciferase reporter, luminescence. inhibition, % at 8.6 µM. actives 0.7% (n = 370,000);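 active = inhibition above a per-plate cutoff, mean inhibition of test wells between control levels plus 3 SD, cut at about 38% in these data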;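 also: cells cotransfected with COUP-TFII expression vector driving the NGFI-A reporter; 0% = median of COUP-TF2 test wells and 100% = reporter-only cells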
Starred values were filed as active, the others as inactive; · = not tested or not shown. These rows are one share of the data; the hit share may differ from the screen's.

SMILES	ABHD5-PLIN5 inh	SRC2 inh	TROY NFkB inh	SRC3 inh	Granule exo inh	NR5A2 inv ag	TLR9-MyD88 inh	TWEAK-Fn14 inh	NOD2-RIPK2 inh	SRC1 inh	NR2F2 inh
COc1ccccc1C(=O)NCC(=O)N/N=C(\C)Cc1ccccc1	7	-19	-6	-20	-1	5	0	-12	-5	1	-6
COC(CNC(=O)c1ccc(CS(=O)(=O)c2c(Cl)cccc2Cl)o1)OC	2	-10	0	1	-2	4	-7	3	-5	-4	-12
Cc1ccc(S(=O)(=O)N2CCN(Cc3nc4sc5c(c4c(=O)[nH]3)CCCC5)CC2)cc1	1	-6	29	8	3	6	-2	26	-5	-8	14
Cc1ccc(NC(=O)COc2coc(CN3CCc4ccccc4C3)cc2=O)cc1Cl	9	14	-8	4	-6	-3	10	3	-7	-4	8
CCS(=O)(=O)N1CCN(S(=O)(=O)c2ccc(F)cc2)CC1	-1	-24	14	2	-1	19	7	8	1	-2	-10
COC(=O)c1sccc1NC(=S)Nc1ccc(F)cc1	-2	-22	-18	8	2	5	-2	-10	-9	-27	-14
Brc1ccccc1-c1nnc(CSc2nnnn2-c2ccccc2)o1	-1	3	-47	-33	-1	2	-4	-20	9	-8	4
Cc1ccnc(NC(=O)CCCc2c[nH]c3ccccc23)c1	-7	-22	16	-16	-5	-17	-10	3	-1	-37	-5
CCNS(=O)(=O)c1ccc(NC(=O)c2cncc(Br)c2)cc1	5	14	18	18	-1	19	8	-10	0	9	4
CCC(=O)N(Cc1ccc(S(N)(=O)=O)cc1)C1CC(=O)N(c2ccccc2)C1=O (stereo unspecified)	-4	-11	13	5	-2	6	4	12	7	-13	-1
CCC(C)Sc1nc2c(c(=O)[nH]c(=O)n2C)n1CC(O)COc1cccc2ccccc12 (stereo unspecified)	0	5	3	12	1	-6	3	10	-5	5	9
OC(c1ccccc1)(c1ccccc1)c1nccc2ccccc12	4	-9	-30	-36	-5	-14	-3	10	-1	-16	0
COCCN1C(=O)N(C)[C@@H](c2ccccc2)C(C(C)=O)=C1C	-6	0	1	-12	2	-20	6	4	5	-10	3
COc1ccc(/C=C/C(=O)Nc2ccc3c(c2)CCC3)cc1OC	5	-23	-20	-44	2	-2	6	-11	1	-11	-1
CCOc1ccc(Nc2nc(N)nc(CN(C)C3CCCCC3)n2)cc1	-3	-25	-3	7	1	-9	0	-4	-5	-4	9
Oc1ccc(Oc2ncc(Cl)cc2Cl)cc1	-4	8	-1	1	-4	-2	-12	1	5	-6	2
CC(C)(C)OC(=O)C[C@@H]1C/C=C\C[C@@H](CC(=O)N(CCO)Cc2ccccc2)C(=O)N2CCC[C@@H]2COC1=O	0	11	-3	11	-1	-9	-3	9	-6	5	8
CS(=O)(=O)N(C(=O)NC(=O)NC1CCS(=O)(=O)C1)C1CCCCC1 (stereo unspecified)	4	5	-6	-12	1	-6	10	14	2	-11	4
O=C(NCCC1=CCCCC1)C1COc2ccccc2O1 (stereo unspecified)	3	-26	-39	-12	1	-46	-9	-37	-6	-26	-7
COc1cccc(/C=N/Nc2cc(N3CCOCC3)ncn2)c1O	6	14	1	20	15	0	2	-8	-5	8	9
Cc1c(Cl)cccc1NC(=O)CSCc1cc(=O)[nH][nH]1	-13	0	-5	13	1	-8	7	-10	-5	3	2
CC(C)OCCCNc1ncc2c(n1)CC(c1ccccc1)CC2=O (stereo unspecified)	-2	-7	3	11	0	-23	-2	-12	2	-1	-1
Cc1ccc(C(=O)N2CCN(Cc3ccccc3)CC2)o1	-1	14	13	12	0	-13	-2	10	-1	-50	12
O=[N+]([O-])c1cccnc1N1CCC(c2cc(-c3cccc(C(F)(F)F)c3)n[nH]2)CC1	-5	-1	9	15	4	12	19	26	-1	-5	1
O=C(CN1c2ccccc2Sc2ccccc21)N/N=C/c1ccc(Cl)cc1Cl	-1	-13	3	-4	2	15	1	5	-12	1	1
CCN(C(=S)NCc1ccccc1)c1cccc2ccccc12	-6	25	-9	-8	5	-7	2	-2	1	4	-12
N#Cc1cc(C#N)c(SCC(=O)N2CC(=O)Nc3ccccc32)nc1N	-2	-35	-10	-7	-1	12	-6	-43	-2	-11	-38
CNc1cncc(-c2ccc(CN3CCOCC3)cc2)n1	-4	-39	-16	-62	-6	-49	·	-17	-13	-71	-35
Cc1ccc2nc(=O)c(NNc3ccccc3)cnc2c1	0	-36	-74	-52	-13	-71	8	-37	-1	-51	-34
Cc1ccc(-n2nnnc2CNC(=O)c2ccc3c(c2)OCO3)cc1C	3	-11	10	19	-2	15	4	-9	-1	-15	15
CCC(CC)C(=O)Nc1cc(C)c2c(=O)oc3ccccc3c2n1	-5	6	-4	-16	-4	-1	-5	41	-8	-10	1
Cc1ccc(Cn2ccc(NC(=O)c3c(-c4ccccc4Cl)noc3C)n2)cc1	-2	5	3	2	-5	6	-14	-17	-6	16	10
Cc1cc(C(=O)N2CCc3ccccc3C2)n[nH]1	-4	-24	-15	-7	-9	-23	11	-9	-11	-22	-14
O=C1CCC(=O)N1CCSC(=S)N1CCOCC1	0	1	-12	0	6	5	-2	-15	2	-13	9
COc1ccc(OC)c(CN2CCN(CCc3ccccc3)C(CCO)C2)c1 (stereo unspecified)	1	0	1	-7	-5	7	-12	-2	-18	-43	-25
CCOc1ccccc1NC(=O)c1ccc(S(=O)(=O)N2CCCCC2)cc1	-3	-2	11	-5	5	4	6	3	9	-2	8
CCOC(=O)[C@@H]1[C@H]2COc3ccccc3[C@@H]2N2C(=O)N(c3ccc(C(F)(F)F)cc3)C(=O)[C@]12C	-1	1	1	-5	0	10	6	-2	-7	8	-5
COc1ccc(C(=O)Oc2ccc(C(C)=O)cc2)c(OC)c1	-1	-70	-47	-9	-1	-23	-2	-20	9	-27	-32
NC(=O)c1cc(NC(=O)CCc2nc3ccccc3s2)cc(C(N)=O)c1	-10	-13	-4	-7	-6	-14	-7	13	5	-21	-9
C[C@@H](C(=O)NCc1ccccn1)[C@@H]1C[C@@]1(C)[C@@H](NC(=O)OCc1ccccc1)c1ccccc1	8	-22	-8	18	1	14	-1	-18	-8	-7	7
COc1cccc(C(=O)NNS(=O)(=O)c2ccccc2)c1	-4	-24	10	-12	2	8	8	-8	-10	5	-3
O=C(COC(=O)c1ccc2c(c1)C(=O)N(CCc1ccccc1)C2=O)Nc1ccc(OC(F)F)cc1	-1	3	-15	9	-1	10	-1	-14	6	2	9
Cc1cc(NCc2ccco2)nc2cc(O)ccc12	-5	-7	4	5	-1	-1	-8	17	-4	-1	8
Cc1ccc(CNC(=O)Cn2cccc2C(=O)c2ccccc2C)cc1	0	-4	-43	1	1	-26	10	-15	-5	-46	-18
N#CCSc1nnc(SCC#N)s1	-3	10	14	-26	-2	2	2	35	-6	-12	-17
COc1ccc(C(=O)NCc2ccc(-c3nc4ccccc4s3)cc2)cc1	9	-46	-40	-20	1	-54	-1	-5	4	-25	3
CCOC(=O)C1=C(C)Nc2[nH]c(=O)[nH]c(=O)c2C1c1cccs1 (stereo unspecified)	5	-18	-7	-6	1	2	8	6	9	-1	-2
C/C(=N\Nc1nccnc1Cl)c1ccc([N+](=O)[O-])cc1	4	-35	-80	-81	-2	-163	-14	-25	-6	-94	-64
CCCn1nc(C(=O)Nc2nc(-c3ccccn3)cs2)c2ccccc2c1=O	8	31	-6	25	0	23	-7	-7	-17	-9	37
COc1ccc(S(=O)(=O)N2CCCCC2)cc1NC(=O)c1cc([N+](=O)[O-])ccc1N1CCOCC1	2	-17	14	8	3	11	3	1	-11	-3	-3
CN(CC(=O)Nc1cccc(F)c1)C(=O)c1cc(-c2ccccc2)nc2ccccc12	-5	7	11	6	14	-10	-4	23	-2	-3	5
CC(=O)N1CC(C)Sc2ccc(S(=O)(=O)NCCc3cccc(C)c3)cc21 (stereo unspecified)	-8	-1	0	-3	0	9	-2	2	12	1	22
COc1ccc(Cl)cc1N1C(=O)C2CCCN2C1c1ccc(F)c(F)c1 (stereo unspecified)	4	-36	-3	11	1	-13	3	-3	7	-3	12
COc1ccc(CCN(C)C(=O)CN2C(=O)c3ccccc3S2(=O)=O)cc1OC	-2	7	-17	13	-2	19	-9	1	-15	-14	-1
COCCN1Cc2cccc(C(=O)Nc3ccc(-c4nc5ccccc5[nH]4)cc3)c2C1=O	5	-29	-52	-8	-1	-49	-6	-31	-22	-40	13
COc1ccccc1CCNC(=O)C(=O)NCC1OCCN1S(=O)(=O)c1ccc(Br)cc1 (stereo unspecified)	0	12	-14	0	0	9	11	-6	-1	2	16
CC(=O)NCCNc1nc2cc(-c3cnn(CCC(C)C)c3)sc2c(=O)n1C	-6	10	12	-16	2	-18	·	-15	-13	-5	22
C=CCc1cccc2cc(C(=O)NC)c(=O)oc12	-4	4	-14	-10	1	-1	-2	6	-11	-3	7
COc1ccc(OC)c(C(=O)Cn2nnc(-c3ccc(N4CCOCC4)cc3)n2)c1	-1	-14	-21	-7	4	-6	-8	-26	-12	-1	8
C=CCn1c(SCC(=O)N2N=C(c3ccco3)CC2c2ccco2)nnc1-c1ccncc1 (stereo unspecified)	2	6	8	17	5	22	-6	2	0	-4	6

(list continues)
SMILES	ABHD5-PLIN5 inh	SRC2 inh	TROY NFkB inh	SRC3 inh	Granule exo inh	NR5A2 inv ag	TLR9-MyD88 inh	TWEAK-Fn14 inh	NOD2-RIPK2 inh	SRC1 inh	NR2F2 inh
O=C1CCCC2=C1C(c1ccc(Cl)cc1)N1C(=O)CCSC1=N2 (stereo unspecified)	3	4	3	8	0	10	8	10	9	8	6
O=C(Nc1ccc(N2CCOCC2)c(F)c1)c1ccncc1	0	-1	4	-31	0	2	0	-24	7	-5	8
CN(Cc1ccc(C(C)(C)C)cc1)C(=O)C1CSC2(C)CCC(=O)N12 (stereo unspecified)	5	20	-17	-4	37	8	-11	16	0	1	27
CCC1(CC)C(=O)N(C)C(=O)NC1=Nc1ccc(OC)cc1	0	-13	7	-4	3	-8	2	4	-4	2	-6
Cc1ccc(OCC(=O)N/N=C\c2ccc(C)o2)c(C)c1	-1	-27	2	-19	0	15	-7	5	2	-15	0
Cc1cccc(/C(N)=N/OC(=O)c2ccc(Br)o2)c1	-6	-41	-53	-85	-9	-106	11	-41	-10	-67	-20
CCc1nc2ccc(C(=O)NCCNC(C)=O)cn2c1N(CC)Cc1cccc(Br)c1	1	-18	2	-20	0	0	·	-1	-10	14	-3
COc1ccc(C2SCC(=O)N2c2ccc(F)cc2)cc1 (stereo unspecified)	7	9	-7	1	10	12	-6	-9	-6	-14	-11

Arranged by heavy-atom count (falling): some entries from above.
SMILES	ABHD5-PLIN5 inh	SRC2 inh	TROY NFkB inh	SRC3 inh	Granule exo inh	NR5A2 inv ag	TLR9-MyD88 inh	TWEAK-Fn14 inh	NOD2-RIPK2 inh	SRC1 inh	NR2F2 inh
COc1ccc(C(=O)Oc2ccc(C(C)=O)cc2)c(OC)c1	-1	-70	-47	-9	-1	-23	-2	-20	9	-27	-32
CNc1cncc(-c2ccc(CN3CCOCC3)cc2)n1	-4	-39	-16	-62	-6	-49	·	-17	-13	-71	-35
Oc1ccc(Oc2ncc(Cl)cc2Cl)cc1	-4	8	-1	1	-4	-2	-12	1	5	-6	2
